A549 tox = A549 cytotoxicity, counter-screen for Nrf2 inhibitors. 390,000 tested, 0.16% active. Potency, µM (doses to about 46 µM), inactives show at the highest dose activity change, negative = cytotoxicity, most hits filed as inhibitors. A549 ARE-Fluc cells, CellTiter-Fluor viability, 18-24 h; also: potency is read from the fitted curve at half-maximal effect; % is scaled to controls: 0 for no effect and ±100 for the full control effect
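Cytotoxicity counterscreen: CellTiter-Fluor fluorescence was measured in A549 ARE_Fluc cells after 18-24 h of compound exposure in a concentration series. The subsequent BugLite luminescent read reports ARE-luciferase activity.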
IL-2 act = IL-2 activation | activation, % (series mostly up to about 46 µM) | AID 652025 | 360,000 tested, 0.065% active | IL-2 activation reporter assay, cell-based qHTS; stimulated with anti-CD3/CD4/CD28 beads; in transgenic mouse T cells; in the data active = activation above about 50%; inconclusive = mostly about 30% to 49%; also: 0% is about no effect
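Readout: EGFP and DsRed signals by fluorescent plate cytometry. Unstimulated transgenic mouse T cells received compound 60 min before antibody-bead stimulation, then incubated 18 h at 37 degrees C.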
TGFb inhibitor = inhibitors of TGF-b signaling | HepG2 CAGA-GFP TGF-b/SMAD3 reporter, GFP fluorescence, 18 h; TGF-beta stimulated, 500 pg/mL final | Potency, µM (series often up to 46.1 µM), without a hit: top-dose activity, negative = inhibition, most hits filed as inhibitors | 410,000 tested, 1.2% active; also: potency is read from the fitted curve at half-maximal effect; % is scaled to controls: 0 for no effect and ±100 for the full control effect; nearly all actives have a fitted effect of over 65% in size
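Smad-responsive CAGA-GFP expression was quantified in HEPG2 cells exposed to compounds and 500 pg/mL final TGF-beta for 18 h at 37 degrees C; unstimulated wells defined full inhibition.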
HepG2 viability = counter-screen for TGF-b inhibitors: cytotoxicity in HepG2 cells | HepG2 CAGA-GFP viability, ATP luminescence, 18 h | Potency, µM (doses to about 46.1 µM), without a hit: at the highest dose activity change, negative = cytotoxicity, most hits filed as cytotoxic | 410,000 tested, 0.76% active; also: potency is read from the fitted curve at half-maximal effect; some results filed as inactive show a strong effect at the top dose
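HepG2 CAGA-GFP cells (1000/well, DMEM with 1% FBS) received compound, then TGF-beta at 500 pg/mL final, and were incubated 18 hours at 37 degrees C. Viability was read by CellTiter-Glo luminescence. Media-only wells were set as complete cell-killing and DMSO as no toxicity.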
ATXN2 expr inh = reduces ATXN2 reporter expression in HEK-293 cells | 360,000 tested, 0.72% active | AID 1745845 | HEK-293 ATXN2-luciferase reporter, luminescence, 24 h | Potency, µM (highest dose often 57 µM), for inactives: top-dose activity change, negative = inhibition, hits mostly inhibitors; also: potency is read from the fitted curve at half-maximal effect; % is scaled to controls: 0 for no effect and ±100 for the full control effect; nearly all actives have a fitted effect of over 55% in size
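ATXN2-luciferase reporter cells (luciferase flanked by upstream and downstream ATXN2 gene portions) were treated 24 h at 37 °C with compounds at up to 57 uM. SteadyGlo luminescence gave expression; GF-AFC fluorescence gave viability.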
EPAC2 ag = agonists of human EPAC2 (RAPGEF4); EPAC2 activation, biochemical qHTS; response scale: 100% = 6.5 mM cAMP response; Q8WZA2; 360,000 tested, 0.079% active; Potency, µM (highest dose often 154 µM), without a hit: top-dose activation, actives largely listed as activators; also: potency is read from the fitted curve at half-maximal effect; nearly all actives have a fitted effect of over 50% in size
Target sequence (Q8WZA2 whole entry, looked up): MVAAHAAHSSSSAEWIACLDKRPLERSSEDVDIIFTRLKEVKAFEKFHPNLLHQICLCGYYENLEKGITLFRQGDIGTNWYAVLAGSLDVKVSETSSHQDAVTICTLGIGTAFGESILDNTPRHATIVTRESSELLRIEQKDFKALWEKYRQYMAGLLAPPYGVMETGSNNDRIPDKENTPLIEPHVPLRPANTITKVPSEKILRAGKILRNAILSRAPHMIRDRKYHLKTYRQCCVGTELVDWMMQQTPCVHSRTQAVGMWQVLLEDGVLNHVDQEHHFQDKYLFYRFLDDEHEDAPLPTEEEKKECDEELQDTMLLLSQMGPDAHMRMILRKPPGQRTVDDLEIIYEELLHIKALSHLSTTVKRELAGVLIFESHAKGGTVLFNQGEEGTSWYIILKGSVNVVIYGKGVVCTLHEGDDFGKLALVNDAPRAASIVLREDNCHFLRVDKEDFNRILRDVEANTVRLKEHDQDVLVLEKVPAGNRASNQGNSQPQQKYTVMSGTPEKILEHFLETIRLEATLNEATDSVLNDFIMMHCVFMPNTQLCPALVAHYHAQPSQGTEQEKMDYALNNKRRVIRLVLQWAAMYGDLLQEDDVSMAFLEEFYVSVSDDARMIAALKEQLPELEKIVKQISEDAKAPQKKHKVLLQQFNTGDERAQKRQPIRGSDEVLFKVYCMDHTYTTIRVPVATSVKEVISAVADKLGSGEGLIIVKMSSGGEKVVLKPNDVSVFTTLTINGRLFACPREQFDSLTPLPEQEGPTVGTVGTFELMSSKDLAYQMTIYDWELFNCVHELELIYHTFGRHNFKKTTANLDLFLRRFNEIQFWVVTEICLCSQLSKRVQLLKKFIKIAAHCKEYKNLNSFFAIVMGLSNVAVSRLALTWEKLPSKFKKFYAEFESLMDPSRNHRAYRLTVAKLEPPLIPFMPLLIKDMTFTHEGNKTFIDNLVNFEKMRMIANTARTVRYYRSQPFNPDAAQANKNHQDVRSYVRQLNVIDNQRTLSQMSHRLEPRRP
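qHTS, titration series. 100 nM EPAC2 / 250 nM Rap1B-BODIPY-GDP / 50 uM GDP; RT; ex 480/em 540 nm, 5-min reads to 30 min. Norm. to 6.5 mM cAMP = activation.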
Nrf2 activator = Nrf2 pathway activation. AREc32 ARE-luciferase reporter (MCF7-derived line), luminescence, 24 h. Potency, µM (doses to about 46.1 µM), for the others: top-dose activation, hits mostly activators. 410,000 tested, 0.31% active; also: potency is read from the fitted curve at half-maximal effect; % of control where 0% means no effect; nearly all actives have a fitted effect of over 65% in size
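AREc32 cells carrying an ARE-driven firefly luciferase, 1000 cells/well in OPTI-MEM with 5% FBS, dosed after overnight attachment and incubated 24 hr at 37 deg C. Steady-Glo luminescence read after 30 min at RT.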
Nrf2 inh = Nrf2 pathway inhibition; A549 ARE-Fluc reporter, luciferase luminescence, 18-24 h; Potency, µM (titrated, usually from 46 µM), without a hit: top-dose activity change, negative = inhibition, actives largely listed as inhibitors; 360,000 tested, 2.1% active; AID 504444; also: potency is read from the fitted curve at half-maximal effect; % is scaled to controls: 0 for no effect and ±100 for the full control effect; nearly all actives have a fitted effect of over 60% in size
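In this cell-based qHTS, ARE-driven firefly luciferase in A549 cells reports Nrf2 activity; the luminescent signal after BugLite lysis is the measured value, with a prior CellTiter-Fluor read for cell health.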
S2 tox = cell viability loss in ATXN counter-screen | S2 cells (HEK-293 line with an ATXN2-luciferase reporter) viability, CellTiter-Fluor protease fluorescence, 24 h | Potency, µM (highest dose often 56.7 µM), actives largely listed as cytotoxic | 400,000 tested, 0.49% active | AID 651635; also: potency is read from the fitted curve at half-maximal effect; nearly all actives have a fitted effect of over 40% in size
Active calls of the source: *; i = inactive; ? = inconclusive; . = not tested or not shown; & = joins results of further samples; [ ] = another dose, or the depositor's remark. Unless noted, calls follow the shape of the dose curve; as a rule, active = well fitted curve in the direction sought with a large enough effect; inconclusive = small, poorly fitted or top-dose-only effect, or another doubt; inactive = no such curve, though single readings can be large; an effect the other way counts as inactive or inconclusive.

SMILES	A549 tox	IL-2 act	TGFb inhibitor	HepG2 viability	ATXN2 expr inh	EPAC2 ag	Nrf2 activator	Nrf2 inh	S2 tox
O=C(c1ccccc1)N1CCN(c2ccc([N+](=O)[O-])c(N3CCOCC3)c2)CC1	-17%	-1.6	-9%	-5%	0%	2%	0.0%	-18%	i
Cc1ccc(N/C=C(/C#N)c2ccsc2)cc1C	1%	-0.5	17%	-30%	68%[activator]	16%	3.1%	?	i
CN(CCCN1CCOCC1)C(=O)c1ccc2nc(Cc3cccc(Cl)c3)oc2c1	7%	-0.9	11%	-33%	8%	-5%	4.1%	12%	i
COc1ccc(C(c2nnnn2Cc2cccs2)N2CCN(c3ccccc3F)CC2)cc1OC (centres undefined)	-12%	-4.3	1%	-13%	-26%	9%	0.2%	-29%	i
CC1CCC(NC(=O)c2ccc3c(c2)N(Cc2ccccc2)C(=O)c2ccccc2S3=O)CC1 (centres undefined)	-10%	.	-6%	-9%	6%	.	0.4%	?	i
COc1cc(C#Cc2c(C=O)n(C)c3ccccc23)cc(OC)c1	0%	51*	7%	-9%	-18%	9%	-0.2%	-26%	i
CCNc1nc(NC(C)C)nc(N2CC(=O)N(CC(=O)OCC)C2=N)n1	4%	0.1	11%	4%	6%	4%	0.4%	1%	i
Cc1ccc(-c2noc(CCC(=O)Nc3ccc(F)cc3Cl)n2)cc1	2%	.	-5%	-10%	.	.	-1.1%	-4%	.
Cc1cccc2sc(N(CCCN(C)C)C(=O)COc3ccccc3)nc12	-1%	.	.	-32%	.	.	7.6%	23%	.
CCc1c(O)nc(SCC(=O)Nc2ccc(OC)cc2)n(C2CCCCC2)c1=O	-3%	-2.8	-21%	-3%	7%	-2%	2.1%	10%	i
COc1ccc(S(=O)(=O)NCC2CCCO2)c(Cl)c1Cl (centres undefined)	2%	-0.5	-5%	13%	2%	1%	0.2%	-6%	i
CC(C)CNC(=S)NNC(=O)c1ccccc1OC(F)F	8%	0.3	5%	1%	-6%	5%	0.3%	.	i
O=C(CN1C(=O)NC(Cc2c[nH]c3ccccc23)C1=O)NC1CCCCC1 (centres undefined)	-2%	0.5	19%	13%	.	0%	-0.3%	-16%	?
CCC(C(=O)OCC(=O)Nc1ccc(F)cc1)c1ccccc1 (centres undefined)	16%	0.3	-11%	-4%	-20%	6%	0.2%	12%	i
Cc1c(C)c(C)c(CN2CCCC2)c(C)c1C	-17%	-0.3	6%	-32%	-6%	2%	-0.5%	-10%	i
Nc1nonc1-c1nc2ccccc2n1Cc1cccc(Cl)c1	-9%	.	5%	-13%	8%	.	-0.4%	?	i
CCOC(=O)c1cnc2c(C)c(C)ccc2c1NCCN1CCOCC1	-14%	0.8	-16%	-15%	-20%	5%	5.2%	-10%	?
O=C(COC(=O)/C=C/c1cccc(C(F)(F)F)c1)NC(=O)NCc1ccco1	5%	-0.3	-28%	-33%	-30%	-17%	?	6%	i
CCOc1ccc2nc3cc(NCc4ccc(OC)cc4)ccc3c(N)c2c1	-9%	1.4	7.9µM*	10µM*	.	13%	-3.8%	?	i
COc1ccc(OC)c(-c2csc(NC(=O)c3ccc(OCC4CCCO4)cc3)n2)c1 (centres undefined)	-12%	-1.1	?	-38%	.	1%	10%	6%	i

The last 3 compounds of the section before are carried over, then new ones follow.
SMILES	A549 tox	IL-2 act	TGFb inhibitor	HepG2 viability	ATXN2 expr inh	EPAC2 ag	Nrf2 activator	Nrf2 inh	S2 tox
O=C(COC(=O)/C=C/c1cccc(C(F)(F)F)c1)NC(=O)NCc1ccco1	5%	-0.3	-28%	-33%	-30%	-17%	?	6%	i
CCOc1ccc2nc3cc(NCc4ccc(OC)cc4)ccc3c(N)c2c1	-9%	1.4	7.9µM*	10µM*	.	13%	-3.8%	?	i
COc1ccc(OC)c(-c2csc(NC(=O)c3ccc(OCC4CCCO4)cc3)n2)c1 (centres undefined)	-12%	-1.1	?	-38%	.	1%	10%	6%	i
O=C(/C(N=Nc1cccc(C(F)(F)F)c1)=C(/O)c1cccs1)C(F)(F)F	-11%	-0.5	13µM*	-41%	?	-1%	15%	2%	?
CN(C)c1nc2n(c(=S)n1)CCS2	11%	-3.9	10%	-3%	12%	1%	0.0%	?	i
CC(=O)c1cnc(SCC(=O)O)nc1C	1%	5.2	-1%	2%	-4%[11.3 µM]	14%	-0.6%	-1%	i
CCOC(=O)CSc1nnnn1-c1cccc2ccccc12	7%	0.4	2%	-3%	-8%	-6%	0.2%	-5%	i
COc1ccc(C(=O)CSc2nnnn2C)c(OC)c1	1%	-3.9	-1%	13%	11%	11%	3.1%	-9%	i
COc1cccc(C(=O)NNC(=O)C2CCCO2)c1 (centres undefined)	1%	2.7	3%	25%	4%	2%	0.0%	7%	i
COC(=O)c1cc(/C=C/c2ccccc2)[nH]n1	-10%	-0.1	13%	-1%	40%[activator]	2%	5.9%	28%	i
O=C1CC(c2ccc(F)cc2)Cc2nc(N3CCOCC3)ncc21 (centres undefined)	13%	-0.2	5%	-9%	-6%	9%	0.0%	.	i
CC(=O)Nc1ccccc1Nc1cc(C#N)c(C#N)cc1[N+](=O)[O-]	-13%	-3.2	?	-42%	-8%	-7%	0.1%	-23%	i
O=C(CCc1nc2ccccc2[nH]c1=O)OCC(=O)c1ccc(Cl)cc1	0%	0.4	9%	5%	-6%	-7%	0.3%	25%	i
O=C(Nc1ccccc1)c1ccc2c(c1)OCCCO2	-6%	-1.1	0%	-23%	-34%	4%	-1.4%	?	i
Cn1c2c(c(=O)n(C)c1=O)C(c1ccccc1OC(F)F)C1=C(CCCC1=O)N2 (centres undefined)	8%	-0.7	11%	-10%	4%	6%	-0.2%	-23%	i
COc1cc(NC(=O)CCN2CCN(c3ccccc3OC)CC2)cc(OC)c1	.	-3.4	-9%	-58%	.	10%	0.3%	.	i
Cc1ccc2nc(-c3ccc(NC(=S)NC(=O)CC(C)C)cc3)sc2c1	-1%	-1.1	-18%	-20%	49%[activator]	-5%	2.2%	?	i
O=C(O)CCN1C(=O)c2ccc(NC(=O)C(c3ccccc3)c3ccccc3)cc2C1=O	9%	0.5	-4%	-2%	.	2%	-1.6%	17%	i
CN(C)/C=N/c1sc2c(c1C(N)=O)CCCC2	1%	0.3	-20%	2%	4%	0%	-0.1%	2%	i
O=C(CCC(=O)N1CCOc2ccccc21)NCCN1CCOCC1	2%	1.2	-2%	7%	6%	0%	-0.2%	3%	i
Cc1cccc(OCC(=O)N(Cc2ccccc2)c2ccccn2)c1	4%	.	-18%	-24%	.	.	1.5%	5%	.
O=C1C=C(Nc2ccccc2)CC(c2ccccc2)C1 (centres undefined)	2%	-0.2	-12%	-6%	-10%	3%	2.5%	-5%	i
Cc1nc(NC(=O)c2oc3ccccc3c2C)sc1C(=O)N(C)C	-6%	-3.6	-20%	-7%	31%	6%	4.5%	?	i
COC1CCN(C(=O)c2cc(COc3cc(C)ccc3C)on2)CC1	.	-2.4	-6%	-23%	.	8%	4.7%	.	i
CCNC(=S)N/N=C/c1ccc(OCC(=O)Nc2ccc(OC)cc2)c(OC)c1	-7%	-4.3	-15%	-5%	-7%	0%	3.3%	-27%	i
CSc1ncccc1C(=O)OCc1ccc(C#N)cc1	-4%	-0.6	-1%	19%	2%	1%	0.0%	3%	i
CC(C)(C)OC(=O)NCCc1nnc(SCC(N)=O)o1	3%	-1.6	1%	22%	0%	3%	-0.4%	23%	i
Cc1cccc(NC(=O)Nc2ccccn2)c1C	3%	-2.3	13%	-1%	10%	7%	11%	10%	i
Cc1noc(C)c1COC(=O)CCc1nc2ccccc2c(=O)[nH]1	1%	3.5	-13%	5%	-9%	5%	-0.6%	7%	i
CCN(CCO)c1nc(N2CCCCC2)c2cnn(C)c2n1	0%	0.3	-8%	-12%	.	10%	-0.7%	0%	i
O=C(Nn1cnnc1)c1ccc([N+](=O)[O-])cc1Cl	?	0.7	-2%	9%	.	2%	0.1%	9%	i
Cc1c(C)n(C)c2ccc(C(=O)NCCCN3CCCCC3)cc12	5%&27%	-2.5	-2%&-2%	-9%&-8%	-11%	16%	0.2%&2.2%	?	i
Cc1c(NC(=O)CSc2nc3ccccc3[nH]2)c(=O)n(-c2ccccc2)n1C	-3%	-3.0	-2%	-3%	1%	4%	-0.1%	-13%	i
O=C(Nc1cccc(S(=O)(=O)N2CCOCC2)c1)c1ccc(=O)[nH]c1	2%	1.3	-2%	1%	14%	2%	-0.5%	4%	i
COc1ccc(NC(=O)c2cccc(Cn3cc(Br)c([N+](=O)[O-])n3)c2)c(C)c1	?	-2.9	?	-22%	.	3%	0.1%	-19%	i
O=C(Nc1ccc2c(c1)OCCO2)c1ccc(S(=O)(=O)N2CCCCC2)cc1	-8%	0.0	-1%	-27%	10%	18%	0.5%	-4%	i
CCCn1nc(C(=O)Nc2cccc(S(=O)(=O)N(C)c3ccccc3)c2)c2ccccc2c1=O	25%	-0.8	-3%	-23%	.	9%	-0.4%	?	i
CC(=O)c1cc(C(=O)Nc2ccccc2C(=O)O)oc1C	11%	-1.6	0%	-2%	-7%	6%	0.3%	.	i
CCn1cc(C(=O)OCC(=O)c2cc(C)n(-c3ccccc3F)c2C)c(=O)c2ccc(C)nc21	1%	-2.1	0%	4%	-1%	15%	1.9%	-11%	i
COc1ccc(-c2cn[nH]c2-c2ccc(O)cc2O)cc1	-1%	-1.1	-8%	3%	-4%	14%	-0.7%	-4%	i
